PTHR1 agonist – activates the human parathyroid hormone receptor PTHR1. Q03431. HEK293 GP2 PTHR1 cells, GloSensor cAMP luminescence, 1 h. Potency, µM (doses to about 115 µM), without a hit: at the highest dose activation, usual class: activators. 410,000 tested, 0.075% active; also: potency is read from the fitted curve at half-maximal effect; nearly all actives have a fitted effect of over 55% in size; some results filed as inactive show a strong effect at the top dose; inactives centre near -15; many of its hits are not listed in these tables
Target sequence (Q03431 whole entry, looked up): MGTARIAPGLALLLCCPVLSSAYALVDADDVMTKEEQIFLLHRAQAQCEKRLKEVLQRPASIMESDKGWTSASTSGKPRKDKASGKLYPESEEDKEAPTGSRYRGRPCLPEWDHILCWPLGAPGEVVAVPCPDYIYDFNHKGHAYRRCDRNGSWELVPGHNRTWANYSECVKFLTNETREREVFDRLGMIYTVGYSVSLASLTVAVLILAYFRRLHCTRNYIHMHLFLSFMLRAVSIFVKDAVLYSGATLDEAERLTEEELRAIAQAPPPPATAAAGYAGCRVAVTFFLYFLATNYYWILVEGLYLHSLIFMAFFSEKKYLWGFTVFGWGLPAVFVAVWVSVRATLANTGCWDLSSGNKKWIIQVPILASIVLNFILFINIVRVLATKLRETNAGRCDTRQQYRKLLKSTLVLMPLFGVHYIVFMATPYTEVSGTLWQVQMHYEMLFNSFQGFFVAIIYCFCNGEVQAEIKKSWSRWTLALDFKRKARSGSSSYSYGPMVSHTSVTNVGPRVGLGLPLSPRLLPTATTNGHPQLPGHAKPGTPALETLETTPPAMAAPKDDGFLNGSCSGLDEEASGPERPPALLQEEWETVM
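HEK-293-derived GP2 cells expressing PTHR1 and a GloSensor cAMP reporter, 3,000/well, plated overnight, given luciferin plus IBMX (each 0.5 mM as added) for 1 h at 37 °C, then compound for 1 h at 37 °C. Luminescence was read after 15 min at room temperature.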
GLP1R cytotox – cytotoxic in the GLP-1 receptor inverse agonist counter-screen. HEK293 cAMP-luciferase reporter cells, luminescence, 24 h. Potency, µM (doses to about 38.3 µM), for inactives: at the highest dose activity change, negative = inhibition, usual class: inhibitors. 410,000 tested, 0.13% active;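 also: loss of luciferase light is scored as toxicity; potency is read from the fitted curve at half-maximal effect; % is scaled to controls: 0 for no effect and ±100 for the full control effect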
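MLSMR compounds, 24 hr on cells at 37 deg C/5% CO2; luminescence after luciferase reagent (12 min RT). Inhibition counted as the undesired cytotoxic outcome.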
GLP-1R inv ag – GLP-1 receptor (human) inverse agonism | P43220 | HEK293 GLP-1R CRE-luciferase, luminescence, 24 h; GLP-1R form is constitutively active | Potency, µM (top dose mostly 38.3 µM), for inactives: at the top dose activity change, negative = inhibition, hits mostly inhibitors | 410,000 tested, 1.6% active | AID 624417; also: potency is read from the fitted curve at half-maximal effect; % is scaled to controls: 0 for no effect and ±100 for the full control effect; nearly all actives have a fitted effect of over 55% in size
Target sequence (P43220 whole entry, looked up): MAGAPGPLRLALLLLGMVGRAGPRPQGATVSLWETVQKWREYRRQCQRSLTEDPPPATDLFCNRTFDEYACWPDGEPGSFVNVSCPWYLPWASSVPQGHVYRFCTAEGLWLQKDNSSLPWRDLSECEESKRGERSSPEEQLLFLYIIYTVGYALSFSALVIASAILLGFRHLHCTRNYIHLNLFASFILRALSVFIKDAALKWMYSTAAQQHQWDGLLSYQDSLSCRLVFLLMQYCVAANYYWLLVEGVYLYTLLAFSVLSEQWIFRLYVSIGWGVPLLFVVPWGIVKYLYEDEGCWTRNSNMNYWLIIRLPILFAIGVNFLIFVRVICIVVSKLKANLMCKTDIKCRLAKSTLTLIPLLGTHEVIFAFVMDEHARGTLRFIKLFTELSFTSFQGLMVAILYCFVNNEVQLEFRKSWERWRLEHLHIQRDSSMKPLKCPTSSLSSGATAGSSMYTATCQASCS
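Using stably transfected HEK293 (constitutively active GLP-1R, cAMP-luciferase reporter), compounds were incubated 24 hr and luciferase measured by luminescence.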
TDP-43 yeast inh – rescues yeast growth from TDP-43 toxicity; Potency, µM (titrated, usually from 46.1 µM), without a hit: at the top dose growth rescue (activation), hits mostly activators; TDP-43 expressing yeast growth rescue, BacTiter-Glo, 24 h; AID 652104; 410,000 tested, 1.8% active; also: potency is read from the fitted curve at half-maximal effect; % of control where 0% means no effect; nearly all actives have a fitted effect of over 50% in size
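Cell-based yeast growth screen: TDP-43 expression induced in galactose, inoculum OD600=0.02 after raffinose pregrowth to mid-log. Read-out BacTiter-Glo luminescence at 24 hr, 30 deg C; inhibition of toxicity seen as signal increase.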
FUS yeast rescue – suppressors of FUS proteinopathy in yeast; Potency, µM (doses to about 76.6 µM), for the others: at the top dose growth rescue (activation), actives largely listed as activators; S. cerevisiae FUS-expressing, growth rescue, OD600, 24 h; 390,000 tested, 0.24% active;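 also: potency is read from the fitted curve at half-maximal effect; plate controls were DMSO vehicle for no effect and reference control for full effect; nearly all actives have a fitted effect of over 55% in size; some results filed as inactive show a strong effect at the top dose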
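Galactose (2%) drives FUS expression in yeast precultured in raffinose; seeding density OD 0.005. Test compounds incubated 24hr at 30C and 99% humidity before absorbance at 600 nm was measured.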
Abeta rescue – A-beta toxicity reversal in yeast. AID 1347071. Potency, µM (doses to about 46.1 µM), for the others: at the highest dose growth rescue, hits mostly activators. yeast expressing A-beta42, growth rescue, OD600, 48 h; response scale: 0% DMSO, 100% iron-clioquinol control. 410,000 tested, 0.063% active; also: potency is read from the fitted curve at half-maximal effect; nearly all actives have a fitted effect of over 55% in size
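Growth rescue measured by 600 nm absorbance after 48 h yeast culture at 30 C with compound. Values normalized between DMSO and an equimolar ferric chloride plus clioquinol control.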
aSyn yeast inh – rescues yeast growth from alpha-synuclein toxicity. Yeast expressing alpha-synuclein, growth rescue, BacTiter-Glo, 24 h. 370,000 tested, 0.14% active. Potency, µM (series often up to 46.1 µM), for the others: at the top dose growth rescue (activation), hits mostly activators; also: potency is read from the fitted curve at half-maximal effect; % of control where 0% means no effect; nearly all actives have a fitted effect of over 65% in size
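Galactose-induced alpha-syn yeast (OD600=0.02, raffinose-pregrown) + pinned cpd, 24 hr, 30 deg C; growth by BacTiter-Glo luminescence. Growth restoration scores as activation.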
MmCpn inh – blocks the Methanococcus maripaludis chaperonin Mm-Cpn. purified Mm-Cpn ATPase, ADP Transcreener TR-FRET. AID 504842. 330,000 tested, 0.031% active. Potency, µM (top dose mostly 76.9 µM), without a hit: at the highest dose activity, negative = inhibition, most hits filed as inhibitors; also: potency is read from the fitted curve at half-maximal effect; % is scaled to controls: 0 for no effect and ±100 for the full control effect; nearly all actives have a fitted effect of over 80% in size
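Measured: ADP formation by purified Mm-CPN. Conditions: 25 nM protein, 10 uM ATP, Tris pH 7.4 with Mg2+, K+ and DTT, 37°C for 30 min. Detection: Transcreener HTRF after 30 min at room temperature.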
Akt phos inh – blocks phosphorylation of Akt. 360,000 tested, 0.32% active. Neuro2A IGF-stimulated pAkt S473 HTRF, 20 min; hits give low values. activity change, % for hits at 50 µM; in the data active = activity change below about -80%; inconclusive = mostly about -51% to -80%; also: % is scaled to controls: 0 for no effect and ±100 for the full control effect
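Neuro2A cells in DMEM with 0.5% FBS, overnight at 37 deg C, given compound at single 50 µM final, then IGF (6 nM final) for 20 min at 37 deg C. Lysed; phospho-Akt Ser473 by HTRF after 24 h, 665/615 ratio.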
Starred values were filed as active, the others as inactive; i = inactive; ? = inconclusive; . = not tested or not shown; & = joins results of further samples; [ ] = dose if it differs, or a comment. Unless noted, calls follow the shape of the dose curve; as a rule, active = well fitted curve in the direction sought with a large enough effect; inconclusive = small, poorly fitted or top-dose-only effect, or another doubt; inactive = no such curve, though single readings can be large; an effect the other way counts as inactive or inconclusive. Only part of the results is shown (hit frequency here may not be typical).

SMILES	PTHR1 agonist	GLP1R cytotox	GLP-1R inv ag	TDP-43 yeast inh	FUS yeast rescue	Abeta rescue	aSyn yeast inh	MmCpn inh	Akt phos inh
C=C(C)CNC(=S)Nc1cccc2cnccc12	-3.9%	3.6%	-1.7%	-21.8%	16.8%	-15.4%	-0.1%	1.3%	i
O=C1c2ccccc2C(=O)N1CCc1nc(-c2ccc(Cl)cc2)no1	-33.4%[inhibitor]	-6.8%	-13.5%	?	-10.7%	-19.1%	.	1.5%	.
Cc1n[nH]c(C)c1Sc1ccccc1N	i	-3.9%	3.7%	22.8%	14.4%	0.1%	10.7%	-0.6%	i
Cc1noc(C)c1S(=O)(=O)Nc1ccc(C(=O)O)cc1	i	-3.3%	18.8%	1.2%	-10.5%	-36.0%[inhibitor]	-18.3%	0.3%	i
Cc1ccc(CS(=O)(=O)Cc2ccc(C(=O)NC3CC3)o2)cc1	-28.2%	-24.3%	-6.4%	15.5%	-4.8%	.	5.6%	0.1%	i
Cc1ccc(-n2c(O)c(C=NC3CCS(=O)(=O)C3)c3ccccc3c2=O)cc1 (stereo not drawn)	-15.9%[57.5 µM]	12.4%	-7.6%	-11.9%	36.4%	-2.7%	9.9%	-0.1%	i
COc1ccccc1NS(=O)(=O)c1ccc(O)c(C(=O)OCC(=O)N2c3ccccc3CC2C)c1 (stereo not drawn)	-18.6%	7.5%	-21.6%	-0.1%	13.6%	.	17.2%	-9.0%	i
CCOC(=O)Cc1csc(NC(=O)CSc2nnnn2-c2ccc(CC)cc2)n1	i	-2.9%	?	?	0.3%	27.2%	9.6%	-0.6%	i
CCCn1c(N)c(N(CCOC)C(=O)Cc2ccc(S(=O)(=O)N3CCOCC3)s2)c(=O)[nH]c1=O	6.0%	17.0%	12.2%	0.0%	38.5%	-10.6%	0.8%	2.2%	i
CN(CCc1ccccn1)C(=O)c1cccnc1Oc1ccc(Cl)cc1	-12.6%	-3.3%	0.6%	-18.6%	13.8%	6.4%	-0.1%	5.1%	i
CCOC(=O)c1ccccc1C(=O)N1CCOCCOCCOCC1	18.9%	?	-18.1%	-24.7%	29.6%	-6.5%	-4.7%	-0.1%	i
CC1CCC(NC(=O)CNC(=O)c2cccs2)CC1 (stereo not drawn)	-21.1%	-4.5%	22.7%	-25.6%	16.7%	-5.4%	-2.4%	3.9%	i
COc1ccc(NS(=O)(=O)c2cc(NC(=O)/C=C/c3cc(OC)c(OC)c(OC)c3)ccc2N2CCCCC2)cc1	-5.0%	-7.1%	5.8%	8.2%	31.5%	4.1%	8.3%	-2.8%	i
CCCN1CCC(NCC(C)c2ccccc2)CC1 (stereo not drawn)	i	-28.5%	?	-9.8%	-15.6%	-11.1%	-0.3%	-0.1%	i
CCc1ccc(NC(=O)Cn2c(=O)n(CCCCC(=O)NCCc3ccc(Cl)cc3)c(=O)c3ccccc32)cc1	-7.1%	2.4%	10.2%	23.4%	-6.2%	-0.2%	.	.	.
Cc1nn(C(=O)COc2ccccc2Br)c(C)c1Sc1ccccc1	i	-3.6%	8.9%	?	-1.8%	17.0%	.	.	.
CCC1CCCCN1CCCn1c(=S)[nH]c2ccccc2c1=O (stereo not drawn)	i	-12.0%	-19.8%	-3.6%	4.6%	11.5%	-8.1%	-0.5%	i
COc1ccc(-c2cc(C(F)(F)F)nc(SCC(=O)NC(C)c3ccccc3)n2)cc1 (stereo not drawn)	-41.6%	0.5%	-21.3%	19.0%	21.1%	-2.3%	.	.	.
O=C(OCc1ccc(Cl)cc1Cl)c1cccnc1Cl	i	-4.6%	-10.6%	?	23.6%	5.4%	0.1%	0.3%	i
O=C(c1cc(-c2cccnc2)nc2ccccc12)N1CCN(S(=O)(=O)c2cccs2)CC1	-5.7%	-5.6%	15.4%	-6.9%	10.4%	-13.0%	0.1%	-7.8%	i
COc1cccc(N(CC(=O)O)S(=O)(=O)c2ccccc2)c1	i	-1.8%	22.5%	-2.4%	14.4%	-0.7%	15.9%	0.7%	i
CCCCNC(=O)CC1S/C(=N/N=C/c2ccc(OC)cc2)NC1=O (stereo not drawn)	-7.4%	-1.8%[7.66 µM]	13.8%[7.66 µM]	5.2%	11.1%	-3.5%	1.6%	2.4%	i
Cc1nnc(SCC(=O)NCc2ccccc2)[nH]c1=O	-10.1%	26.7%	-7.8%	-3.2%	5.5%	-2.6%	7.5%	-2.0%	i
Cc1ccc(-c2cc(C(=O)N3CCCC3)c3ccccc3n2)s1	i	-0.2%	?	13.2%	30.9%	9.9%	-11.0%	-0.1%	i
CN(C)CCNc1ncnc2c1ncn2[C@H]1CN(Cc2ccccc2)C[C@@H](CO)O1	-13.7%	2.3%	28.8%	?	-9.6%	-7.7%	-0.9%	.	i

More records
SMILES	PTHR1 agonist	GLP1R cytotox	GLP-1R inv ag	TDP-43 yeast inh	FUS yeast rescue	Abeta rescue	aSyn yeast inh	MmCpn inh	Akt phos inh
O=C(CS(=O)CC(=O)N(CC(=O)NC1CCCC1)c1ccccc1F)Nc1ccc(F)cc1 (stereo not drawn)	i	6.8%	-13.1%	-26.8%	7.1%	-10.1%	2.1%	0.4%	i
Cc1onc(-c2ccccc2Cl)c1C(=O)NC1CCCCCC1	-19.6%	-10.9%	?	-7.2%	17.5%	-3.9%	-1.5%	0.0%	i
CC1CCCCN1S(=O)(=O)c1ccc(NC(=O)CSc2nnnn2C)cc1 (stereo not drawn)	i	-1.1%	-8.2%	11.8%	30.8%	9.0%	-13.0%	1.1%	i
Cc1cc(=O)oc(C)c1C(=O)NCCN1CCOCC1	?	2.4%	-6.3%	0.0%	30.0%	-2.2%	-1.5%	-0.5%	i
COc1ccccc1NC(=O)[C@H](COCc1ccccc1)NC(=O)OC(C)(C)C	-19.6%[57.5 µM]	3.9%	10µM*	0.0%	30.7%	-4.1%	10.3%	-3.4%	i
Cc1cc(Br)ccc1OCC(=O)NNC(=O)C(=O)Nc1ccccc1	i	22.1%	15.1%	0.0%	19.1%	-5.3%	2.6%	-6.9%	i
CCN(CC)S(=O)(=O)c1ccc(OC)c(NC(=O)Cn2cnc3c2c(=O)n(C)c(=O)n3C)c1	-18.7%	2.7%	24.7%	-24.3%	21.4%	-19.7%	-10.3%	1.6%	i
Cc1cc(C)c(C)c(S(=O)(=O)N[C@@H](C)C(=O)OCC(N)=O)c1C	i	14.1%[0.307 µM]	-8.3%[0.307 µM]	0.0%	4.9%	11.4%	5.2%	-3.9%	i
O=C(NCCN1CCOCC1)c1cccs1	i	-10.1%	16.3%	2.8%	-15.0%	13.5%	-0.9%	-0.5%	i
CCNC(=S)NNC(=O)C1CCN(Cc2ccccc2)CC1	i	10.4%	-8.0%	-32.6%[inhibitor]	10.8%	-22.1%	-3.5%	1.5%	i
CCOc1ccc(NC(=O)CN(C)C(=O)C2CC(=O)N(CCc3ccccc3)C2)cc1OCC (stereo not drawn)	-6.2%	2.5%	11.3%	10.0%	7.8%	11.9%	-0.6%	-3.4%	i
C=CCN=C(NC#N)SC	6.1%	-1.1%	2.9%	-17.3%	-25.0%	-1.8%	-5.7%	1.8%	i
COc1ccc(-c2nnn(Cc3nn[nH]n3)n2)cc1OC	-0.3%[57.5 µM]	-0.9%	-7.3%	-2.2%	16.4%	2.8%	0.4%	-0.5%	i
CCOC(=O)CCn1cnc2onc(-c3ccccc3Cl)c2c1=O	-68.7%[inhibitor]	4.0%	9.9%	27.3%	-9.7%	1.7%	.	.	.
C/C(=C/Cc1c(O)cc2oc(C)cc(=O)c2c1O)COC1OC(CO)C(O)C(O)C1O (stereo not drawn)	i	2.1%	0.3%	17.0%	-15.8%	7.1%	4.0%	-0.7%	i
S=c1[nH]nc(C2CCCCC2)n1/N=C/C(Cl)=C\c1ccccc1	i	9.6%	-19.5%	?	.	?	7.8%	3.1%	i
O=C1NN=C(CSc2n[nH]c(=S)s2)CS1	-1.2%	3.8%	-2.6%	5.0%	-9.6%	-0.4%	-3.8%	1.6%	i
Cc1ccnc2nc(C(=O)Nc3nc4ccccc4s3)nn12	-34.7%	4.1%	?	-16.1%	20.5%	-11.6%	-6.8%	0.0%	i
Cc1nn(-c2ccc(N3CCCCC3)nn2)c(C)c1CCC(=O)Nc1ccccc1F	-2.3%	-17.2%	?	9.8%	14.3%	8.3%	0.5%	2.4%	i
CC(C)OCCCNC(=O)C(=O)Nc1ccc2nc3n(c(=O)c2c1)CCCCC3	-1.9%	-2.1%	13.5%	24.2%	0.6%	1.6%	.	.	.
O=C(Nc1ccc2c(c1)CCCN2C(=O)c1cccs1)c1c(F)cccc1F	-37.9%	-14.7%&-22.8%	?	?	39.4%&8.4%	-21.7%&6.7%	-4.8%	1.1%	i
O=C(C[C@@H]1C[C@@H]2c3cc(NS(=O)(=O)c4ccc(F)cc4)ccc3O[C@@H]2[C@H](CO)O1)NCc1ccc(Oc2ccccc2)cc1	-89.2%[inhibitor]	-6.5%	-32.6%	-12.3%	?	-9.4%	-3.3%	.	i
O=[N+]([O-])c1ccccc1Oc1ccccc1Cl	-9.8%	5.2%	?	?	-9.8%	-1.4%	17.6%	4.1%	i

Assay outcomes from PubChem.
